Screens from PubChem BioAssay.
TAG inh: inhibitors of triacylglycerol accumulation, primary screen, cell-based, uHTS, fluorescence, H9c2; H9c2 cells, Nile Red lipid (TAG) fluorescence; cells loaded with 200 µM oleic acid; inhibition, % at 12.5 µM; hit rate 0.66% among 230,000; AID 651582, 2012;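 active means pattern-corrected inhibition of lipid staining of at least 50% with the nuclear-stain viability signal not falling by more than 50%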;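 further: 0% = DMSO wells and 100% = triacsin C control wells; some results filed as inactive read as strong as hits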
TAG inh DAPI viability: further read-out of TAG inh, marked with its call; DAPI nuclei signal change (viability), lower = more cytotoxic, %;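 whole-well DAPI fluorescence read on a plate reader as a viability signal; minus 50 percent equals half of cells still viable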
* marks the source's active call; other numbers are inactive results. A portion of the library. The share of hits here may be higher or lower than overall.

Molecule	TAG inh	TAG inh DAPI viability
Cn1c(=O)[nH]c2cc3ccccc3cc21	13.7	-17.7
Cc1ccnc(NC(=O)CCC(=O)N(CC(=O)NCCc2ccccc2)Cc2cccs2)c1	2.2	-1.5
O=C(/C=C/c1ccco1)N1CCN(S(=O)(=O)c2cccc([N+](=O)[O-])c2)CC1	7.4	-4.0
O=C(COc1ccc(Cl)cc1Cl)N(C1CCCCC1)C1CCS(=O)(=O)C1 (stereo not drawn)	-3.9	6.2
N#Cc1c(NC(=O)CSc2ncn[nH]2)sc2c1CCCC2	-4.7	4.6
O=S1(=O)C=C(SCc2ccc(F)cc2)Nc2ccccc21	10.3	-8.6
Cc1cc(C(=O)O/N=C(\N)c2ccncc2)ccc1[N+](=O)[O-]	5.1	1.4
Cc1[nH]c(=O)c(Cc2ccccc2)c(O)c1C#N	0.1	-1.6
CCC(=O)Nc1cccc(C2=NOC3(C2)C[C@@H](C(N)=O)N(C(=O)C2(C)CC2)C3)c1 (stereo partly drawn)	-4.2	4.6
CN(CC1CCCN(CCc2cccc(C(F)(F)F)c2)C1)C(=O)c1ccco1 (stereo not drawn)	21.9	0.8
CCOc1ccc(NC(=S)N(CCc2c(C)[nH]c3ccc(C)cc23)Cc2ccco2)cc1	9.4	10.5
Cc1ccc2nc3n(c(=O)c2c1)-c1ncccc1C(=O)NC3Cc1ccc(O)cc1 (stereo not drawn)	-0.5	8.7

Some of the entries so far, as labelled records:
Cc1cc(C(=O)O/N=C(\N)c2ccncc2)ccc1[N+](=O)[O-]
  TAG inh: 5.1 | TAG inh DAPI viability: 1.4
Cc1[nH]c(=O)c(Cc2ccccc2)c(O)c1C#N
  TAG inh: 0.1 | TAG inh DAPI viability: -1.6
CCC(=O)Nc1cccc(C2=NOC3(C2)C[C@@H](C(N)=O)N(C(=O)C2(C)CC2)C3)c1 (stereo partly drawn)
  TAG inh: -4.2 | TAG inh DAPI viability: 4.6
CN(CC1CCCN(CCc2cccc(C(F)(F)F)c2)C1)C(=O)c1ccco1 (stereo not drawn)
  TAG inh: 21.9 | TAG inh DAPI viability: 0.8

Among those listed so far, 2 have fluorine:
Molecule	TAG inh	TAG inh DAPI viability
O=S1(=O)C=C(SCc2ccc(F)cc2)Nc2ccccc21	10.3	-8.6
CN(CC1CCCN(CCc2cccc(C(F)(F)F)c2)C1)C(=O)c1ccco1 (stereo not drawn)	21.9	0.8

Going on with the list.
Molecule	TAG inh	TAG inh DAPI viability
Cc1nnc(NC(=O)CSc2nnc(-c3ccccc3)n2C)s1	7.8	-14.4
Cc1ccc(C(=O)N/C(=C/c2ccccc2)C(=O)NCc2ccncc2)cc1	2.0	-2.8
Cc1cc(Nc2ccccc2Br)n2nc(C)nc2n1	14.6	5.4
O=C(CCCOc1ccc(Br)cc1)Nc1ccc(S(=O)(=O)N2CCOCC2)cc1	0.5	4.3
CC(=O)N1CCN(c2nnnn2-c2ccccc2)CC1	-8.1	-3.3
Cc1ccc(NC(=O)CN(C)C(=O)CCOc2cccc(C)c2)cc1	-6.0	3.1
CCOC(=O)[C@@H]1[C@H]2COc3cc(OC)ccc3[C@H]2N2C(=O)N(c3ccc(OC)cc3)C(=O)[C@]12C	3.2	-12.5
CCN1CCN(C(=O)c2ccc(COc3ccc(Cl)cc3)o2)CC1	2.0	9.8
CSCCC(N=C1NS(=O)(=O)c2ccccc21)C(=O)N1CCCC(C(N)=O)C1 (stereo not drawn)	16.4	-4.8
O=C(COC(=O)c1ccc(F)cc1F)Nc1ccc(Cl)cn1	-16.0	-0.4
Cc1ccc(C(=O)COC(=O)CSc2cccc3cccnc23)c(C)c1	-7.9	-9.5
COc1cc(NC(=O)c2cc(-c3ccccc3Cl)on2)cc(OC)c1OC	18.9	-18.5
O=C(CNC(=O)C(c1ccccc1)c1ccccc1)N/N=C\c1ccc2c(c1)OCO2	9.7	-6.6
O=c1ccc2cc(S(=O)(=O)N3CCN(c4ccccc4)CC3)ccc2o1	2.7	-4.8
O=C(NCCc1ccccc1)c1cccc(NC(=O)c2ccccc2)c1	3.3	3.3
O=S(=O)(c1ccc(=S)[nH]c1)N1CCCC1	-0.7	3.6
C/C(=N\OC(=O)c1ccc(F)cc1)c1sc(-c2ccccc2)nc1C	12.7	-1.0
Cc1ccc(C)n1-c1sc2c(c1C#N)CCCC2	-18.2	5.5
CC(O)[C@H]1CNC(=O)C(=O)N1CCC12CC3CC(CC(C3)C1)C2 (stereo partly drawn)	-12.4	-7.1
CNC(=S)NCCc1cc2c(OC)ccc(OC)c2[nH]c1=O	11.3	-15.2
Nc1c(Cl)cc(C2=NCCn3c2c2ccccc2[n+]3[O-])cc1Cl	-12.7	-4.8
C#CCN(C[C@H]1[C@H](OC(=O)NCc2ccc(OC)c(OC)c2)[C@H](OC(=O)NCc2ccc(OC)c(OC)c2)C[C@@H](C(=O)OC)[C@H]1C(=O)OC)S(=O)(=O)c1ccc(C)cc1	22.0	-11.4
O=C(NCCS(=O)(=O)NCCc1ccccc1)c1ccccc1	14.8	-8.3
O=C(Nc1cccc(Cl)c1N1CCCC1)c1cc2ccccc2o1	-22.2	4.5
CCOC(=O)/C(C#N)=C1/C=CN(Cc2ccccc2)C=N1	-30.0	4.3
COc1ccccc1C(=O)Nc1ccc(C)c(S(=O)(=O)N2CCCCC2)c1	-51.7	-1.6
CCc1ccc2nc(N3C(=O)C(O)=C(C(=O)c4ccco4)C3c3cccs3)sc2c1 (stereo not drawn)	-13.5	6.0
Cc1nc(SCC(=O)N2CCCCCC2)[nH]c(=O)c1C	11.1	-8.0
Cc1cc(=O)[nH]c(SCC(=O)Nc2nc3c(s2)CCCC3)n1	2.1	-8.3
COC(=O)c1ccccc1NC=C1C(=O)OC2(CCCCC2)OC1=O	6.7	-8.2
O=C1N/C(=N\S(=O)(=O)Cc2ccccc2)S/C1=C/c1cc([N+](=O)[O-])ccc1O	-1.1	-2.3
O=C(CSc1n[nH]c(=O)n1C1CC1)Nc1ccccc1	5.5	3.5
CSc1ccc(C2CC(=O)Nc3c2c(=O)n(C)c(=O)n3C)cc1 (stereo not drawn)	0.7	-1.2
CCOc1ccc(NC(=O)CN(C)C(=O)c2c(-c3ccccc3)noc2C)cc1OCC	-19.6	8.0
O=C(COC(=O)c1ccc(F)c(S(=O)(=O)N2CCOCC2)c1)NCc1ccco1	-4.9	4.0
COc1cccc(C(C)NC(=O)c2ccncc2)c1 (stereo not drawn)	-5.6	3.8
O=C(NCN1C(=O)C2C3C=CC(C3)C2C1=O)Nc1ccccc1O (stereo not drawn)	4.6	-12.7
CCOc1ccc2[nH]c(C)c(CN3CCN(CC)CC3)c(=O)c2c1	14.6	11.5
CSc1ncc(CN2CCN(C3CCCCC3)C(CCO)C2)cn1 (stereo not drawn)	-5.3	10.6
COc1ccc(OC)c(-c2csc(NC(=O)COC(=O)C3CCC3)n2)c1	7.4	2.6
O=C(O)C1CSC2(c3ccc(F)cc3)CCC(=O)N12 (stereo not drawn)	10.3	-1.7
Cc1onc(-c2c(Cl)cccc2Cl)c1C(=O)NCc1ccc(S(N)(=O)=O)cc1	-7.1	2.4
COc1ccc2[nH]c(=O)c(CN(C)C(=O)COc3ccccc3)cc2c1	-1.3	-11.0
Cc1ccc2c(c1)N(CCC(=O)NCc1ccc3c(c1)OCO3)C(=O)CO2	-13.5	6.0
CCOC(=O)c1c(NC(=O)CSc2nnnn2CC)sc(C)c1C	1.7	2.2
Cc1ccc(NC(=O)c2ccc(OCC3CCCO3)cc2)nc1 (stereo not drawn)	3.6	-0.4
CSc1nc2ccccc2n1Cc1cccc([N+](=O)[O-])c1	-3.1	-0.9
COc1cc(OC)c(OC)cc1/C=C/c1cc(C(=O)O)c2ccccc2n1	-21.4	67.0

Complete entries, quoted from the list:
Shown for `Cc1ccc(NC(=O)c2ccc(OCC3CCCO3)cc2)nc1` (stereo not drawn) : TAG inh = 3.6; TAG inh DAPI viability = -0.4
Shown for `O=C(O)C1CSC2(c3ccc(F)cc3)CCC(=O)N12` (stereo not drawn) : TAG inh = 10.3; TAG inh DAPI viability = -1.7

Going on with the list.
Molecule	TAG inh	TAG inh DAPI viability
CCCN1C(=O)/C(=C/c2ccc3c(c2)OCO3)NC1=S	-9.0	2.3
CC1=NC(C)(C)Cc2c(C)cccc21	-6.9	0.0
COc1ccc(NS(=O)(=O)c2ccc(C)c(C(=O)NCCCN3CCCC3=O)c2)cc1	-9.1	4.8
COc1ccc(S(=O)(=O)N(C)[C@H]2C[C@H]3c4cc(-c5ccccc5)ccc4CCN3C(=O)[C@H]2[C@H](C)O)cc1	10.2	-10.0
N/C(=N\O)c1ccc(N2CCN(c3ncccc3C(F)(F)F)CC2)nc1	6.9	-2.8
CN1CCN(C(=O)C2CCC(=O)N(CCc3cccc(F)c3)C2)CC1 (stereo not drawn)	-4.4	-0.1
Cc1ccccc1S(=O)(=O)Cc1ccc(C(=O)NCc2cccs2)o1	-0.1	1.5
Cc1sc2nc(CSc3nnc(Cc4cccs4)n3C3CCCCC3)[nH]c(=O)c2c1C	-3.0	1.4
COc1ccc(/C=C2\N=C(C)OC2=O)cc1[N+](=O)[O-]	19.4	0.1
CN1CCN(C(CNS(=O)(=O)c2ccc(Br)cc2)c2ccc3c(c2)OCO3)CC1 (stereo not drawn)	6.5	6.3
Cc1ccc(-n2nnnc2-c2cccnc2)cc1	3.2	3.3
CC(C)Cc1csc(=S)[nH]1	1.7	1.9
CC(C)CC1Nc2ncnc(N3CCN(c4ccccc4)CC3)c2N(Cc2ccc(Cl)cc2)C1=O (stereo not drawn)	12.9	-5.6
CSc1ccc(CN(C)CC(=O)N(C)CC(=O)Nc2ccccc2Br)cc1	8.4	-2.3
Cc1ccc(SCc2ccc(C(=O)N3CCCCC3)cc2)cc1	-0.4	-12.9
COc1ccc(CNCCC2(O)CC(C)N(C)CC2C)cc1OC (stereo not drawn)	1.7	-3.6
Cc1cccc(NC(=O)c2cccc(NC(=O)c3ccccc3)c2)n1	-3.8	1.0
Nc1c(C(=O)NCc2ccccc2)sc2nc3c(cc12)C(=O)CCC3	9.1	-2.2
COC(C[C@@H](O)C[C@H](O)COCc1ccccc1)OC	-1.1	-6.6
O=C(COc1ccc(S(=O)(=O)NC2CCCCC2)cc1)NC1CCCC1	0.4	-9.4
Cc1nc2c(-c3ccc(F)cc3)c(C)nn2c(C)c1CCC(=O)N1CCC(Cc2ccccc2)CC1	-36.4	9.5
CCC1=C(OC(=O)N(CC)CC)N2C(=O)OC(=NCC3CC3)[C@]2(C)[C@H]2C1=CC[C@H]1C(=O)NC(=O)[C@H]12	-3.1	-7.5
Cc1cc(C)n(C(=O)c2ccc(C)c(S(=O)(=O)N3CCCC3)c2)n1	-2.3	-2.7
Cc1ccsc1C(=O)OCC(=O)NC1CCCC(C)C1C (stereo not drawn)	14.3	5.7
C/C(=N\O)c1ccn(S(=O)(=O)c2ccc(Cl)cc2)c1	1.7	-1.4
COc1ccccc1CNc1ncnc2c1nnn2Cc1ccccc1	10.6	-4.1
CC1(C)CC(=O)C2=C(C1)OC(N)=C([N+](=O)[O-])C2c1ccc(C#N)s1 (stereo not drawn)	-5.3	-1.7
CC1(Oc2ccc(Cl)cc2)CCN(Cc2cccn2-c2nccs2)C1 (stereo not drawn)	-4.8	9.2
CCOC(=O)c1c(C)sc2c1N(C(=O)CN1CCOCC1)c1cc(Cl)ccc1S2	-19.6	6.7
Cc1ccccc1NC(=O)CSc1ccc2nnc(-c3ccccn3)n2n1	2.3	3.9
O=C(O)c1cccc(Nc2cc(Cl)c3nonc3c2[N+](=O)[O-])c1	-0.6	5.8
Cc1ccc(NC(=O)CN2CCCC2c2cccn2C)c(Br)c1 (stereo not drawn)	0.3	-9.4
COCOc1ccc(-c2ncc(OCCN3CCCC3=O)nc2NC(=O)c2cc3ccccc3s2)cc1	4.0	-6.3
COc1cccc(-c2cnc(C(O)c3cc(C)ccc3C)[nH]2)c1 (stereo not drawn)	3.3	3.3
CCN1C(=O)[C@@H]2[C@@H](c3ccc(-c4ccc(OC)cc4)cc3)N3CCCC[C@@]3(C(=O)OC)[C@@H]2C1=O	-12.2	5.4
COc1ccccc1N(CC(=O)N(c1ccccc1)C(C)C)S(=O)(=O)c1cccs1	-28.6	6.0
O=C1c2cccc3cccc(c23)C(=O)N1CCCc1n[nH]c(=S)n1-c1ccccc1	5.8	4.1
CC12CCC(C(=O)N3CCC(Cc4ccccc4)CC3)(C(=O)C1=O)C2(C)C (stereo not drawn)	-3.5	4.1
COc1ccc(C)cc1NC(=O)C1CCCCC1C(=O)O (stereo not drawn)	-1.0	-3.1
COc1ccc(C2CC(c3ccc4ccccc4c3)=NN2C(=O)CN2CCC(C(N)=O)CC2)cc1 (stereo not drawn)	0.2	18.5
CCOC(=O)c1c(C2CCN(C(=O)OCC)CC2)nc2ccccn12	3.0	-3.0
Cc1ccc(C)c(/C=N/Nc2ccccn2)c1	4.1	1.6
Cc1cccc(NC(=O)c2ccc(S(=O)(=O)N(C)c3ccccc3)cc2)n1	-2.7	6.5
CCOC(=O)c1sc(SC)c2c1CCCC2=O	2.8	-12.5
O=C(Nc1ccccc1N1CCCCC1)C1CCN(C(=O)c2ccc(Cl)cc2)CC1	7.0	-12.1
CC(C)n1c(SC2CCOC2=O)nc2ccccc21 (stereo not drawn)	-25.3	-1.0
CNC(=S)N/N=C/c1ccco1	11.6	-9.5
CC12CCC(C(=O)Nc3nccs3)(OC1=O)C2(C)C (stereo not drawn)	-3.6	24.7
COc1ccc(-c2sc3cc4c(cc3c2C#CCO)OCO4)cc1	-45.7	86.3
